Compound activity as filed in PubChem BioAssay.
UPR XBP1 act – adaptive UPR (XBP1) activation; activation, % at 20 µM; 330,000 compounds, 0.33% hits; CHO-XBP1 luciferase reporter, IRE1-XBP1 UPR activation, luminescence; percent of tunicamycin response, DMSO as zero;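 active = versus positive control, 20 µM dose yields 30% or more activation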;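 note: 100% = tunicamycin at 10 µg/mL and 0% = DMSO only wells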
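Material: CHO-XBP1 cells stably carrying IRE1-XBP1-driven luciferase reporter / Amount: 1000 cells per well / Compound: 20 µM, 1% DMSO / Times: 6 h treatment, 37 °C / Detection: luciferase luminescence / Measure: % activation of reporter signal versus tunicamycin and DMSO controls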
TIM10 inh – growth inhibitors of TIM10 yeast strain. inhibition, % at 10 µM. S. cerevisiae TIM10 strain growth, BacTiter-Glo luminescence, 24 h. 330,000 compounds, 1.4% hits;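 active = inhibition of 40% or more at the single tested concentration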;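 note: wild-type TIM10 isogenic control strain grown at permissive 25 °C; 0% = DMSO yeast wells and 100% = minimal medium wells without yeast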
UPR CHOP act – apoptotic UPR (CHOP) activation; CHO-CHOP luciferase reporter, luminescence; percent of tunicamycin response over DMSO baseline; activation, % at 10 µM; 330,000 compounds, 0.34% hits;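 active = at 10 µM dose, activation of 40% or more, normalized to positive control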;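 note: 100% = tunicamycin at 10 µg/mL and 0% = DMSO alone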
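System: CHO CHOP reporter cells. Amount: 500 cells per well. Buffer or medium: F12 medium, 10% FBS. Compound dosing: one dose, 10 µM in 0.5% DMSO. Incubation: 6 h compound exposure at 37 °C after overnight seeding. Technique: Steady-Glo luciferase luminescence. Benchmarks: tunicamycin and DMSO controls.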
Mdm2 MdmX PPI – inhibitors of human Mdm2/MdmX interaction; O15151+Q00987; SaOS-2 split-luciferase Mdm2/MdmX complementation, luminescence; inhibition, % at 8 µM; 330,000 compounds, 3% hits; AID 485346;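 active = inhibition of at least 50% at 8 µM in the primary screen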
GRIN3A LBD mod – modulators (binders) of human NR3A ligand-binding domain | NR3A LBD differential scanning fluorimetry, Tm shift; 0% = protein alone, 100% = glycine-bound protein | Tm shift relative to glycine control, % at 25 µM | 340,000 compounds, 2.5% hits;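 active = melting temperature shift of at least 10% of the positive control shift, at one fixed dose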
NLRP3 yeast inh – NALP3 inhibition in yeast | 330,000 compounds, 0.39% hits | inhibition, % at 10 µM | Yeast reconstituted NLRP3/ASC/caspase-1, beta-gal luminescence, 24 h;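 active = inhibition of 50% or more; inactive = inhibition below 50%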;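 note: plate controls were induced DMSO wells for no effect and uninduced yeast grown without galactose for full effect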
tim23-1 inh – growth inhibitors of tim23-1 mutant yeast. S. cerevisiae tim23-1 growth, BacTiter-Glo luminescence, 24 h. inhibition, % at 20 µM. 330,000 compounds, 1.3% hits. AID 463212;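 active = growth inhibition of the mutant yeast at or above 50%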;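 note: temperature-sensitive mutant grown at 25 °C; plate controls were DMSO-treated mutant yeast for no effect and medium wells lacking yeast for full effect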
tim10-1 inh – tim10-1 yeast growth inhibition; S. cerevisiae tim10-1 ts strain growth, BacTiter-Glo, 24 h; inhibition, % at 20 µM; 330,000 compounds, 2.2% hits;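 active = inhibition of at least 40%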;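 note: mutant grown at 25 °C; 0% = DMSO wells with yeast and 100% = wells holding no yeast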
APJ ag – agonists of human APJ apelin receptor | P35414 | CHO-K1 APJ PathHunter beta-arrestin, luminescence; 0% DMSO wells, 100% apelin | activation, % at 20 µM | 330,000 compounds, 0.11% hits | AID 2520;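 active = activation more than six SD over the plate average, tested at 20 µM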;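 note: 0% = DMSO alone and 100% = apelin-13 at 10 nM; some results filed as inactive read as strong as hits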
Target sequence (P35414 whole entry, looked up): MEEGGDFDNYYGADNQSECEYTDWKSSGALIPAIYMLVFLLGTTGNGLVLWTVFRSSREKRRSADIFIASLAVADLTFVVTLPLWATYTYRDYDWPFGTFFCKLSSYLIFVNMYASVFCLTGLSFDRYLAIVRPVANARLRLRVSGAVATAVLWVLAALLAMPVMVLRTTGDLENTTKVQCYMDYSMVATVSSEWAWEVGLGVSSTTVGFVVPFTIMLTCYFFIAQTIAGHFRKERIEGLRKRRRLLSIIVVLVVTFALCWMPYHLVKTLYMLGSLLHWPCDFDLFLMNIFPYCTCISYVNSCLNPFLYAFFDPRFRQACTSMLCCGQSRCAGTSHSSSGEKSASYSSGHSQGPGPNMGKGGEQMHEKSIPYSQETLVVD
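Assay system: CHO-K1 APJ beta-arrestin complementation cell line / Compound: single test compound dose, 20 µM final, 1% DMSO / Times: overnight seeding, 90 min compound at 25 °C, 1 h detection / Technique: beta-gal luminescence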
Starred values were filed as active, the others as inactive; . = no result given.

Fields: UPR XBP1 act, TIM10 inh, UPR CHOP act, Mdm2 MdmX PPI, GRIN3A LBD mod, NLRP3 yeast inh, tim23-1 inh, tim10-1 inh, APJ ag
CCOc1ccc(NC(=O)CSc2nc3ccccc3c(=O)n2CCCC(=O)NCC2CCCO2)cc1 (stereo not drawn)
 : 3, -12, -0.7, 0, -1, -11, -26, 1, -3
O=C(/C=C/c1ccccc1)NC(=S)Nc1ccc2c3c(cccc13)CC2
 : -6, -10, -2.1, 59*, 2, 9, 2, 19, 0
Cc1ccc(C)n1C(CC(=O)O)c1ccc(C#N)cc1 (stereo not drawn)
 : -2, -7, -1.2, 11, 4, 5, 15, 4, -2
NS(=O)(=O)c1ccc(CCNC(=O)Cn2c(=O)c3cccn3c3cccnc32)cc1
 : -2, 1, 1.0, 16, 2, -1, 4, -16, 6
COC(=O)c1ccc(Oc2ccc3nncn3n2)cc1
 : 1, 4, 3.3, 3, 0, 7, 13, 15, 0
COC(=O)c1c(N2C(=O)Nc3ccccc3N2O)sc2c1CCCC2
 : 3, 15, 2.6, -33, -1, 17, 28, -2, 2
CC(=O)c1ccccc1OC(=O)CCN1C(=O)C2C3C=CC(C4CC34)C2C1=O (stereo not drawn)
 : 0, 4, 0.4, 8, 0, 3, 25, 39, -2
C/C(=N\O)C(C)(C)Nc1ccc(Cl)cc1
 : -1, 15, -1.4, -16, -3, -12, 13, 2, -4
O=C1c2ccccc2C(=O)N1CCCCSc1nnnn1-c1ccccc1
 : 9, -26, 0.8, 5, 0, 29, -5, -4, -3
COc1ccc(NC(=S)N2CCN(C(c3ccccc3)c3ccccc3)CC2)c(OC)c1
 : -2, 12, -0.6, 4, -1, 10, -12, 21, -1
COCCNC(=O)C1CCN(S(=O)(=O)c2ccccc2)CC1
 : -1, 7, 1.8, -14, -1, 9, 4, 3, -3
O=C(Nc1ccccc1N1CCCC1)c1cccc(F)c1
 : -4, 8, 0.2, 2, 0, -12, 19, 16, -1
COc1ccc(OC)c(NC(=S)NCC(c2cccnc2)N2CCOCC2)c1 (stereo not drawn)
 : -4, 11, -0.9, 9, -4, -12, 5, 5, -5
COC(=O)C1Sc2[nH]c(=O)sc2C2c3ccccc3OC(=O)C12 (stereo not drawn)
 : -2, 3, -0.1, 2, 2, 13, 0, 13, -1
NC1=NC(=O)/C(=C/C=C/c2cccs2)S1
 : 3, 4, 3.0, -19, -11, 0, -1, 5, 4
COc1ccccc1NC(=O)c1ccc(-n2cccn2)c([N+](=O)[O-])c1
 : 1, -10, 0.0, 18, 1, 39, 11, 4, 0
Cc1ccc(C(=O)NCCc2nnc3ccc(SCC(=O)NCc4ccc(F)cc4)nn23)cc1
 : -4, 3, -1.5, 3, 1, 18, -5, 2, 0
Cc1cc(Cl)ccc1NC(=O)CCCN1C(=O)CCC1=O
 : -2, -11, -1.5, -22, 0, -7, -9, 14, 2
CCN(CC)CCCNC1CCS(=O)(=O)C1 (stereo not drawn)
 : 1, 1, 0.2, -21, 0, 6, -1, 4, -1
O=C(O)c1cnn2c1NC(c1ccc(F)cc1)CC2C(F)(F)F (stereo not drawn)
 : 0, 8, -0.3, 4, 3, 7, 9, 2, -2

Going on with the list.
Fields: UPR XBP1 act, TIM10 inh, UPR CHOP act, Mdm2 MdmX PPI, GRIN3A LBD mod, NLRP3 yeast inh, tim23-1 inh, tim10-1 inh, APJ ag
CCOc1ccc(N2C(=O)C(CC(=O)Nc3ccccc3)N(Cc3ccccn3)C2=S)cc1 (stereo not drawn)
 : -3, 9, 0.6, 8, 0, 3, 12, 13, -2
O=C(CN1C(=O)CSC1=O)Nc1ccc(N2CCOCC2)cc1
 : 2, 0, 0.7, -11, -1, -10, 1, 4, 2
CC(=O)c1cccc(NC(=O)c2ccc(OC3CSC3)cc2)c1
 : 4, 6, 5.6, 2, 2, 0, -13, 2, -2
CC(C)(C)c1ccc(C(=O)N2CCN(c3nc4ccccc4o3)CC2)cc1
 : -2, 2, -0.9, 40, -2, 8, 8, 0, -2
Cc1ccc(C)c(N2CCN(S(=O)(=O)c3c(C)noc3/C=C/N(C)C)CC2)c1
 : -5, 24, -1.3, 56*, -5, -1, 9, 21, -2
Cc1cc2cc(CNC(=O)c3cccs3)ccc2[nH]1
 : -1, 0, -1.9, -4, -15, 1, 0, -3, -3
CC(=O)c1ccc(OCC(=O)Nc2c(C)nn(-c3ccccc3)c2C)cc1
 : -5, 9, -0.6, 5, 0, 13, 14, -1, 10
N=c1c(C(=O)NCc2ccccc2)cc2c(=O)n3ccccc3nc2n1CCCN1CCOCC1
 : -2, 5, -2.2, 30, 0, 9, -17, 6, -5
C[C@H](N)C(=O)NC[C@H]1O[C@@H](n2cnc3c(N)ncnc32)[C@H](O)[C@@H]1O
 : 0, -11, 1.0, 18, 3, ., 11, -4, .
CC12CC(c3ccccc3O1)N(C(=O)c1ccco1)C(=S)N2c1ccc(F)cc1 (stereo not drawn)
 : 2, 42*, 1.2, 51*, 2, -1, 48, 38, -6
Cc1ccc(SCC(=O)OC(C)C(=O)N2CCc3ccccc32)cc1 (stereo not drawn)
 : 2, -10, -0.6, 5, 0, 7, 8, 11, -4
CCOc1ccc(NC(=S)NC(C)c2cccs2)cc1 (stereo not drawn)
 : 2, 22, 0.7, 36, 0, 16, 43, 20, 3
O=C1c2ccccc2C(=O)N1OCc1ccc(Cl)cc1
 : 3, 5, -1.9, 3, -2, 13, 14, 10, -5
CCOC(=O)c1c(C)[nH]c(C)c1S(=O)(=O)N1CCN(C(=O)c2ccco2)CC1
 : -3, 11, 1.2, 25, 1, 10, 4, 22, -3
CCCCC(=O)OCC(=O)Nc1ccc(C)c(F)c1
 : 0, -5, 1.0, 9, -1, 2, 21, 2, 2
CCOC(=O)N1CCC(NCCNC(=O)c2ccc(F)c(F)c2)CC1
 : -2, 5, 4.8, 2, 0, 1, -2, -10, -4
CCn1c(C)c(C)c2cc(C(=O)N3CCc4ccccc4C3)ccc21
 : -1, 27, 1.7, 49, -1, 9, 47, 48*, 1
COc1ccc2c(c1)C1OCCC1C(c1ccco1)N2 (stereo not drawn)
 : -2, 22, 1.7, -67, -1, 19, 1, -4, -7
O=C(NCC1CCCCC1)c1ccc(Cl)c(S(=O)(=O)N2CCOCC2)c1
 : 1, -7, 0.0, -15, 2, 17, 11, 4, -2
CCc1ccc(OCCSc2nc3ccccc3n2CC(=O)O)cc1
 : -5, -3, 1.7, 18, 0, 1, -1, -14, 3

Continued:
Fields: UPR XBP1 act, TIM10 inh, UPR CHOP act, Mdm2 MdmX PPI, GRIN3A LBD mod, NLRP3 yeast inh, tim23-1 inh, tim10-1 inh, APJ ag
O=C(CN1c2ccccc2Sc2ccccc21)NNC(=O)Nc1ccc(Cl)c(Cl)c1
 : -3, 13, 1.4, 5, 16*, 16, -3, 12, 0
O=[N+]([O-])c1ccc(N2CCN(c3ccc(F)cc3)CC2)cc1
 : -6, 3, 0.7, -3, 1, 9, 12, 8, -2
COc1ccc(Cl)cc1C(=O)NCC#N
 : -2, 9, -2.0, -11, 2, 1, 3, 4, 1
Cc1ccc2nc(Cn3cc(C(F)(F)F)cc(Cl)c3=O)cc(=O)n2c1
 : 0, 3, 1.4, 9, -2, 5, -4, 15, -1
CCc1nc(OCCN(C)C)c2oc3ccccc3c2n1
 : 1, -13, 0.1, 13, 2, 18, -14, 8, -3
Cc1ccccc1CN1CCC(n2nccc2NC(=O)CCOc2ccccc2)CC1
 : -4, 11, 1.6, 19, -1, 16, 6, 6, 1
O=C(NCc1ccncc1)C(=O)NCc1ccncc1
 : -1, -7, -1.6, -1, 0, -7, 0, 10, -2
CC(NC(=O)COc1ccc(N(C)S(=O)(=O)c2ccccc2)cc1)c1ccccc1 (stereo not drawn)
 : 2, -6, -3.2, 16, -1, 21, 27, 16, 0
CC(C)c1nc(SCC(=O)N2CCOCC2)c2c(=O)n(C)c(=O)n(C)c2n1
 : -2, 0, 2.2, -19, -2, 5, 14, 4, -1
CN(Cc1ccccc1)C(=O)c1ccc(NC(=O)Cc2cccc(NC(=O)C3CCCN(C(=O)C4CCCCC4)C3)c2)cc1 (stereo not drawn)
 : -2, 1, 0.0, 6, 1, 12, 7, 9, -3
CCOc1ccc(NS(=O)(=O)c2cc(C(=O)NCCCN3CCCC3=O)ccc2C)cc1
 : -1, 7, -0.5, -4, 0, 10, 16, 4, 9
C=CCn1c(SCC(=O)Nc2ccc(C(=O)OCC)cc2)nnc1-c1cccs1
 : -1, 7, 0.9, -1, 2, 6, 10, 16, -5
O=C(COC(=O)COc1ccccc1F)NCCc1ccc(F)cc1
 : -3, 4, -1.4, -8, 2, 8, 13, 8, -2
N/C(CC(=O)NC1CCCCC1)=N\OCC(=O)Nc1ccc(Cl)c(Cl)c1
 : -3, -1, -1.5, -3, -3, 0, 14, -18, -4
O=C(Oc1cccc(N2C(=O)CCC2=O)c1)C1CC(=O)N(c2ccc(F)cc2)C1 (stereo not drawn)
 : 0, 12, -0.7, 28, 1, 3, 14, 4, -7
O=C(NN(CC(O)COc1ccccc1)CC(O)COc1ccccc1)c1ccccc1 (stereo not drawn)
 : 0, 4, 0.2, -12, -1, -3, 17, -3, 2
COc1ccc(OC)c(C2=NOC(C(=O)NCc3ccccn3)C2)c1 (stereo not drawn)
 : 0, -1, -1.8, -10, 1, 0, -15, 13, -3
CCN(c1ccccc1)S(=O)(=O)c1cc2c3c(c1)CCN3C(=O)CC2
 : -3, -11, -0.9, -1, ., 10, -2, -2, -1

A different layout for part of the listing above:
CC(NC(=O)COc1ccc(N(C)S(=O)(=O)c2ccccc2)cc1)c1ccccc1 (stereo not drawn)
  UPR XBP1 act: 2; TIM10 inh: -6; UPR CHOP act: -3.2; Mdm2 MdmX PPI: 16; GRIN3A LBD mod: -1; NLRP3 yeast inh: 21; tim23-1 inh: 27; tim10-1 inh: 16; APJ ag: 0

N/C(CC(=O)NC1CCCCC1)=N\OCC(=O)Nc1ccc(Cl)c(Cl)c1
  UPR XBP1 act: -3; TIM10 inh: -1; UPR CHOP act: -1.5; Mdm2 MdmX PPI: -3; GRIN3A LBD mod: -3; NLRP3 yeast inh: 0; tim23-1 inh: 14; tim10-1 inh: -18; APJ ag: -4

Shown as a hit in GRIN3A LBD mod (from the list above):
SMILES | UPR XBP1 act | Mdm2 MdmX PPI | GRIN3A LBD mod | NLRP3 yeast inh
O=C(CN1c2ccccc2Sc2ccccc21)NNC(=O)Nc1ccc(Cl)c(Cl)c1 | -3 | 5 | 16* | 16
